Lipid droplet = inhibitors of hepatocyte lipid droplet formation, primary screen, imaging, high-throughput imaging, BODIPY stain. hit rate 0.4% among 240,000. AML12 mouse hepatocytes, oleate lipid droplets. inhibition, % at 6.5 µM;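 active = lipid droplet intensity inhibited by at least 50%, with more than 500 cells counted; inconclusive = wells with under 300 cells, treated as cytotoxic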
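Technique: fluorescence imaging, 20x objective, two fields per well / Assay system: AML12 hepatocytes (mouse) / Measure: % inhibition of lipid droplet signal / Doses: 6.5 µM single-point dosing / Incubation: overnight exposure / Reagent: 100 µM oleic acid challenge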
human PMI inhibition = inhibitors of human PMI, primary screen, biochemical, fluorescence intensity, coupled assay (AID 1209); purified PMI enzyme, coupled fluorescence intensity; higher % means a stronger effect; one-dose inhibition, % at 20 µM; IC50 in µM for titrated hits; hit rate 0.42% among 190,000;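 also: plate controls were DMSO vehicle for no effect and wells lacking substrate for full effect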
M1AAP inhibition = P. falciparum M1AAP inhibitors, biochemical, fluorogenic H-Leu-NHMec substrate, 1536-well (AID 1445). hit rate 0.42% among 220,000. Aminopeptidase N (Plasmodium falciparum (isolate 3D7)). recombinant M1AAP, H-Leu-NHMec fluorogenic kinetic assay; higher % means a stronger effect. inhibition, % at 30 µM, or IC50 in µM where a hit was titrated;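 active = primary inhibition above the hit cutoff, then over 50% inhibition at one or more dose response concentrations, cut at about 23% in these data, passing the limit was not always enough; inconclusive = conflicting primary data, or primary hits not chosen for dose response; inactive = low primary inhibition, or under 50% at every dose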;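 also: plate controls were DMSO full reaction for no effect and no enzyme background for full effect; strong numbers were not always called active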
TNAP activators = human TNAP enzyme activators, primary screen, biochemical, luminescent, no phosphate acceptor, uHTS (AID 1001); Alkaline phosphatase, tissue-nonspecific isozyme (Homo sapiens); purified TNAP, luminescent activation assay, no phosphate acceptor; higher activation fold means a stronger effect; activation fold at 20 µM, or EC50 in µM where a hit was titrated; hit rate 0.03% among 200,000; in the data active = activation fold from about 3, or a potency from the dose series; inactive = the rest, 99 in 100 with activation fold below about 1.6; also: many of its hits are not listed in these tables
ER stress rescue = rescue of cells from ER stress-induced death, primary screen, 384-well, CSM14.1, thapsigargin, ATP luminescence (AID 1222); CSM14.1 thapsigargin-induced death rescue, ATP luminescence; higher % means a stronger effect; cellular ATP content (survival), % at 20 µM; hits with a dose series show EC50 in µM; 190,000 tested, under 10 active;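 active = EC50 below 50 µM in the dose-response confirmation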;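 also: death triggered by thapsigargin at about 15 µM added after 2 h compound pretreatment; cell ATP read after overnight thapsigargin exposure of roughly 18 to 22 hours; normalized against plate controls of thapsigargin alone and 5% DMSO vehicle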
human PMI inhibitors = human PMI inhibitors, high substrate, primary screen, biochemical, fluorescence intensity, high mannose 6-phosphate (AID 1220). inhibition, % at 20 µM; hits with a dose series show IC50 in µM. hit rate 0.66% among 190,000. recombinant PMI enzyme, coupled fluorescence intensity; higher % means a stronger effect
UTI89 phage lysis = inhibition of K1F phage lysis, E. coli UTI89, bacterial capsule biogenesis inhibitors, alamar blue (AID 488966); E. coli UTI89 K1F phage lysis, alamar blue, 2 h; higher % means a stronger effect; inhibition, % at 100 µM, or IC50 in µM where a hit was titrated; hit rate 0.02% among 340,000;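 active = phage lysis inhibition, versus mean bacterial control, above a set limit; inconclusive = no clear call, values can overlap the other calls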;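 also: capsule biogenesis inhibitors block K1F phage lysis so surviving cells raise fluorescence; higher fluorescence means more inhibition of phage lysis; actives were called in the ten point dose series up to 300 µM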
Myeloid diff 2 = induction of myeloid progenitor differentiation, primary screen, cell-based, flow cytometry, MLPCN library. ER-HoxA9 myeloid progenitors, lysozyme-GFP differentiation. hit rate 1% among 360,000. calls only at 10 µM;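 active = normalized GFP-positive differentiation at or above the plate's own cutoff, the solvent-only control mean plus 3 SD; inconclusive = no clear call, values can overlap the other calls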;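 also: cells exposed to compound for four days before flow analysis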
WT yeast gro inh = growth inhibition of WT strain, primary screen, mitochondrial fusion inhibitor project, WT and mutant strains, chemical genetic; mitochondrial fusion phenotypic screen; inhibition, % at 10 µM; hit rate 2.1% among 190,000; in the data active = inhibition above about 58%; tested in S. cerevisiae
WT yeast gro inh mutant strain = further read-out of WT yeast gro inh, marked with its call; inhibition, %; mitochondrial fusion phenotypic screen, mutant strain inhibition
Lipid droplet cells 6.5 µM = second read-out of Lipid droplet, no call of its own (marks repeat the call); cell count; measured here: cell count, cytotoxicity flag;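 cells counted across two imaged fields per well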
Myeloid diff 2 GFP+ MAC1+ % = also measured in Myeloid diff 2; calls as there; GFP+ MAC1+ double positive, %; measured here: differentiation confirmed by MAC1 staining
* hit, by the source's call; i = inactive; ? = inconclusive; . = no result given; [ ] = dose if it differs, or a comment. Rule as the data show it, unless noted: active = inhibition above about 50%; inactive = the rest.

SMILES	Lipid droplet	Lipid droplet cells 6.5 µM	human PMI inhibition	M1AAP inhibition	TNAP activators	ER stress rescue	human PMI inhibitors	UTI89 phage lysis	Myeloid diff 2	Myeloid diff 2 GFP+ MAC1+ %	WT yeast gro inh	WT yeast gro inh mutant strain
CCOC(=O)CNC(=S)NN(C)C	-9.3	677	.	2.2%	.	.	.	4.5%	i	0.8	.	.
O=C(NCC(=O)N1CCCC1)c1cccs1	-14.6	702	1.7%	7.8%	1.1	-1.7%	2.0%	-1.0%	i	2.0	-16.4	-20.1
O=C(CSCc1ccc(F)cc1)Nc1ccccc1C(=O)N1CCOCC1	23.4	680	5.4%	4.2%	1.2	0.0%	-4.3%	4.1%	i	0.5	-6.4	-2.3
O=C(CSc1nnc(Cc2ccccc2)n1-c1ccc(F)cc1)N1CCOCC1	2.2	813	0.5%	0.7%	1.1	-1.5%	-0.8%	0.0%	i	1.1	3.3	10.7
CC(=O)Nc1cccc(C(=O)O)n1	0.8	706	6.7%	-3.5%	1	-0.3%	-1.6%	0.0%	i	0.3	-9.8	8.9
CCC(c1nnnn1Cc1ccc(OC)cc1)N(CCCO)Cc1cc2cc3c(cc2[nH]c1=O)OCO3 (stereo unspecified)	-7.6	723	0.7%	8.8%	1.1	1.7%	-6.2%	0.0%	i	0.7	11.5	3.4
O=C(CCn1c(=O)oc2ccccc21)Nc1nc2ccccc2s1	10.4	660	17.4%	2.9%	1.1	.	18.5%	2.3%	i	2.3	3.8	20.1
COc1ccc(/C=C/C(=O)OCc2cccc([N+](=O)[O-])c2)cc1	29.1	682	6.5%	10.8%	1	1.1%	3.6%	-0.2%	i	0.4	-1.3	-19.4
Brc1ccc(-c2csc(N3CCOCC3)n2)cc1	-1.3	756	-3.7%	8.0%	1	0.1%	8.9%	0.0%	i	0.9	-1.1	2.1
CC(C)c1nnc(NC(=O)C2CCN(S(=O)(=O)c3ccc(-n4cnnn4)cc3)CC2)s1	0.7	678	5.8%	-2.1%	0.9	1.4%	7.8%	-0.4%	i	0.5	5.5	16.8
O=C(COc1ccccc1[N+](=O)[O-])N/N=C/c1cccs1	18.3	618	-4.5%	4.5%	1.2	-1.5%	-0.3%	4.0%	i	0.6	-5.7	12.7
O=C(c1cc2nc(-c3ccco3)cc(C(F)(F)F)n2n1)N1CCN(c2ccccn2)CC1	11.3	681	14.0%	5.3%	1.1	.	8.1%	-0.5%	i	0.9	-0.9	12.2
CC(Sc1nnc(-c2cccs2)n1-c1ccccc1)C(=O)NCc1ccco1 (stereo unspecified)	-4.5	732	9.7%	-0.6%	1.1	0.4%	7.0%	0.2%	i	0.6	-5.7	-8.3
C=CCn1c(SCC(=O)c2c(N)n(C)c(=O)n(C)c2=O)nnc1-c1ccncc1	10.6	707	-10.3%	5.0%	1	-0.2%	-5.8%	-0.3%	i	0.3	-6.6	8.5
O=C(Nc1ccc2c(c1)OCCO2)c1cnc2n(c1=O)CCS2	3.9	632	-2.8%	-0.5%	0.9	.	5.9%	-0.7%	i	2.2	14.8	-3.1
CC1=NCCN1S(=O)(=O)c1cccc([N+](=O)[O-])c1	24.6	697	3.4%	1.3%	1.1	0.3%	2.9%	-3.1%	i	0.2	17.8	8.4
COc1cccc(NC(=O)c2cc3c(=O)n4ccccc4nc3n(CC(C)C)c2=N)c1	-7.2	719	3.5%	1.6%	0.9	-0.7%	2.3%	0.1%	?	.	10.6	6.2
COc1ccc(CCN2C(=O)CC(N3CCC(C(N)=O)CC3)C2=O)cc1OC (stereo unspecified)	0.6	695	.	-5.3%	.	.	.	-1.2%	i	0.2	.	.
Cc1ccc(OCC(=O)NNC(=S)NCc2ccccc2)cc1	-0.6	698	7.3%	-7.0%	1.3	-0.7%	7.2%	0.6%	i	0.2	51.0	39.3
Cc1cc(=O)cc(C)[nH]1	9.5	640	2.9%	2.8%	1.1	3.0%	3.4%	1.5%	i	4.6	11.5	27.6
CN(C)c1ccc(NC(=O)CCCc2ccccc2)cc1	2.1	712	7.5%	-0.9%	1.1	-1.0%	3.9%	-0.3%	i	1.6	-2.1	4.5
CC(C)c1ccccc1NC(=O)Cn1c(-c2ccccc2Cl)nc2ccccc21	-4.0	664	-0.6%	9.9%	1.4	-0.1%	3.5%	1.5%	i	0.7	4.6	-24.6
CCCOc1ccc(C(O)CCNC(CC(=O)O)c2ccccc2)cc1 (stereo unspecified)	-4.0	431	7.8%	-7.1%	1.1	-0.9%	1.3%	-2.2%	i	1.2	-15.8	-13.4
CC(=O)Nc1ccc(N2CCN(C(=O)c3cccs3)CC2)cc1	.	.	-1.4%	6.1%	1.1	0.2%	9.2%	-0.4%	i	0.9	-6.9	3.6

Quoted from the listing, 8 compounds:
SMILES	Lipid droplet	Lipid droplet cells 6.5 µM	human PMI inhibition	M1AAP inhibition	TNAP activators	ER stress rescue	human PMI inhibitors	UTI89 phage lysis	Myeloid diff 2	Myeloid diff 2 GFP+ MAC1+ %	WT yeast gro inh	WT yeast gro inh mutant strain
COc1cccc(NC(=O)c2cc3c(=O)n4ccccc4nc3n(CC(C)C)c2=N)c1	-7.2	719	3.5%	1.6%	0.9	-0.7%	2.3%	0.1%	?	.	10.6	6.2
COc1ccc(CCN2C(=O)CC(N3CCC(C(N)=O)CC3)C2=O)cc1OC (stereo unspecified)	0.6	695	.	-5.3%	.	.	.	-1.2%	i	0.2	.	.
Cc1ccc(OCC(=O)NNC(=S)NCc2ccccc2)cc1	-0.6	698	7.3%	-7.0%	1.3	-0.7%	7.2%	0.6%	i	0.2	51.0	39.3
Cc1cc(=O)cc(C)[nH]1	9.5	640	2.9%	2.8%	1.1	3.0%	3.4%	1.5%	i	4.6	11.5	27.6
CN(C)c1ccc(NC(=O)CCCc2ccccc2)cc1	2.1	712	7.5%	-0.9%	1.1	-1.0%	3.9%	-0.3%	i	1.6	-2.1	4.5
CC(C)c1ccccc1NC(=O)Cn1c(-c2ccccc2Cl)nc2ccccc21	-4.0	664	-0.6%	9.9%	1.4	-0.1%	3.5%	1.5%	i	0.7	4.6	-24.6
CCCOc1ccc(C(O)CCNC(CC(=O)O)c2ccccc2)cc1 (stereo unspecified)	-4.0	431	7.8%	-7.1%	1.1	-0.9%	1.3%	-2.2%	i	1.2	-15.8	-13.4
CC(=O)Nc1ccc(N2CCN(C(=O)c3cccs3)CC2)cc1	.	.	-1.4%	6.1%	1.1	0.2%	9.2%	-0.4%	i	0.9	-6.9	3.6

Next part
SMILES	Lipid droplet	Lipid droplet cells 6.5 µM	human PMI inhibition	M1AAP inhibition	TNAP activators	ER stress rescue	human PMI inhibitors	UTI89 phage lysis	Myeloid diff 2	Myeloid diff 2 GFP+ MAC1+ %	WT yeast gro inh	WT yeast gro inh mutant strain
CCOC(=O)c1ccc(NC(=O)C(=O)NCC2(c3ccc(OC)cc3)CCOCC2)cc1	1.2	719	.	9.1%	.	.	.	0.3%	i	0.4	.	.
COC(=O)c1cccc(NC(=O)CCc2cc(OC)c(OC)c(OC)c2)c1	3.7	691	-5.4%	-3.2%	1	-3.8%	1.3%	4.0%	i	0.5	-19.8	8.5
CCOC(=O)c1nc(Nc2ccccc2)c2ccccc2n1	5.4	756	-3.4%	2.6%	1.2	0.0%	-3.4%	-1.6%	i	5.6	-3.9	2.0
Cc1[nH]n(-c2ccccc2)c(=O)c1C=NCc1ccncc1	-14.3	703	.	5.9%	.	.	.	-0.2%[50 µM]	i	0.0	.	.
O=C(NCC(O)c1ccccc1)c1cccc(S(=O)(=O)N2CCOCC2)c1 (stereo unspecified)	9.4	781	5.4%	-1.2%	1.1	1.9%	0.3%	0.2%	i	0.5	8.8	-1.5
CC(Cc1ccccc1)C(=O)N1CCN(C)CC1 (stereo unspecified)	10.1	766	-0.7%	-2.3%	1.1	-4.7%	2.7%	0.0%	i	0.8	-6.1	-16.2
CC(=O)CCC(=O)NCCc1ccccc1F	-13.8	756	11.1%	0.9%	1	-2.8%	10.1%	0.2%	i	0.7	15.3	2.4
CC(C)(C)NC(=O)CN1C(=O)/C(=C/c2ccccc2)SC1=S	14.1	676	1.7%	6.4%	0.9	0.4%	10.1%	0.7%	i	0.1	-0.4	-16.8
Cc1nc2sc3c(O)cc(=O)[nH]c3c2c(C)c1C	14.3	723	9.8%	17.9%	1.1	1.3%	10.8%	-0.1%	.	.	10.2	6.5
Cc1ccc(NC(=O)c2cccc(Cl)c2)nc1	.	.	6.1%	4.2%	1	-1.6%	8.8%	-0.3%	i	0.7	-8.1	4.2
O=C(C1CCCN(S(=O)(=O)c2cccnc2)C1)N1CCn2c1nc1ccccc12 (stereo unspecified)	-18.5	689	-0.7%	5.0%	1.1	.	-5.0%	0.8%	i	3.9	3.3	-0.2
CCC(C)Sc1nc(C)nc2c1c(=O)n(C)c(=O)n2C (stereo unspecified)	.	.	0.5%	-0.4%	1.1	4.8%	1.5%	-0.6%	i	3.2	5.7	-9.0
Nn1c(COc2ccccc2)nnc1SC(F)F	-5.8	799	9.1%	8.0%	1.1	-2.4%	5.4%	2.7%	i	1.2	13.3	0.3
CNC(=S)N/N=C/c1ccco1	9.6	782	.	13.3%	.	.	.	1.9%[50 µM]	i	0.1	.	.
CC(C)n1c(SC2CCOC2=O)nc2ccccc21 (stereo unspecified)	0.3	710	14.8%	13.3%	1.1	-2.4%	3.2%	2.4%	i	0.7	-14.1	0.4
Cc1ccc(C)c(/C=N/Nc2ccccn2)c1	1.6	681	6.1%	0.3%	1	-1.1%	2.2%	0.1%	i	0.4	3.2	0.9
CCOC(=O)c1c(C2CCN(C(=O)OCC)CC2)nc2ccccn12	.	.	-0.1%	5.5%	1.1	7.2%	-5.0%	-0.3%	i	2.2	11.5	8.6
Cn1cc(C(=O)N2CCN(C(=O)c3ccco3)CC2)c2c3ccccc3n(C)c2c1=O	.	.	-8.1%	0.6%	1.2	-1.0%	4.2%	-0.6%	i	5.0	9.1	-12.6
CCOC(=O)c1sc(SC)c2c1CCCC2=O	-4.7	722	.	2.1%	.	.	.	-0.1%	i	0.9	.	.
CC12CCC(C(=O)N3CCC(Cc4ccccc4)CC3)(C(=O)C1=O)C2(C)C (stereo unspecified)	2.9	717	4.4%	-6.8%	1.1	-1.0%	1.0%	-0.1%	i	0.2	20.8	8.3
